PLCb3 inh – PLC-beta3 (human) inhibition, primary screen. Q01970. 370,000 tested, 0.18% active. inhibition, % at 12.2 µM. Purified PLC-beta3, fluorogenic substrate, fluorescence; in the data active means inhibition above about 11%;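 further: 0% = median of compound wells on plate and 100% = full blocker control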
NR1D1 modulator – modulators of human Rev-erb alpha DNA binding | Rev-erbα–FITC-DNA binding, fluorescence polarization, 90 min | 370,000 tested, 0.79% active | AID 1259318 | activity, % at 10 µM;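 active means activity above about 14%, limit read from the data; passing the limit was not always enough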;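 further: 0% = DMSO wells with 35 nM protein and 100% = DMSO wells with 750 nM protein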
ASAP1 GAP inh – ASAP1 ArfGAP inhibition; inhibition, % at 16.5 µM; Q9ULH1; 360,000 tested, 0.19% active; ASAP1-stimulated ARF1 GTP hydrolysis, GDP FP detection; in the data active means inhibition above about 25%;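 further: 0% = vehicle with enzyme and substrate and 100% = no enzyme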
DDE Tn7 FP inh – disrupts Tn7 cyclic peptide binding to fibrin D-Dimer-E complex. P02675. FP displacement of FITC-Tn7 peptide from fibrin DD(E); 0% = median of compound wells per plate. inhibition, % at 8.3 µM. 370,000 tested, 0.13% active;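 active means inhibition above the mean of compounds falling within the control limits plus 3 SD of them, cut at about 14% in these data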;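 further: 0% = plate median of compound wells and 100% = 10 µM Aha-Tn7 peptide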
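system = human fibrin DD(E) protein | quantity = DD(E) 2 µM final | medium = Tris/NaCl/CaCl2 buffer, pH 7.8 | also added = labelled Tn7 tracer, 0.1 µM | compound dosing = single point at 8.3 µM | timing = compound with protein 10 min, then 3 h after probe, room temperature | signal = FP measurement | benchmarks = Aha-Tn7 high control | repeats = one replicate per compound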
KLK7 zymogen act – activates the human kallikrein-7 zymogen; P49862; purified proKLK7, EDANS-DABCYL substrate fluorescence; 100% is mature enzyme control, 0% vehicle; activation, % at 7 µM; 370,000 tested, 0.9% active;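 active means activation above the mean of all tested compounds plus 3 SD, computed per campaign excluding outliers beyond control limits, cut at about 13% in these data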
Target sequence (P49862 whole entry, looked up): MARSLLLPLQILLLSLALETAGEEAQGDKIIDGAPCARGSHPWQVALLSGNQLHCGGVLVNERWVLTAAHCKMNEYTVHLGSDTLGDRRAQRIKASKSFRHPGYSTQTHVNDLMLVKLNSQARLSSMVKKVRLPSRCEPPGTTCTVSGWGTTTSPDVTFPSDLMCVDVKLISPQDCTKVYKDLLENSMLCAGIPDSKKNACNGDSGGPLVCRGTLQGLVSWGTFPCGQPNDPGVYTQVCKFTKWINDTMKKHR
HGIII-sPLA2 inh – Inhibits HGIII-sPLA2 liposome hydrolysis, primary screen. Q9NZ20. QFRET BODIPY PC-A2 liposome hydrolysis, fluorescence. inhibition, % at 12.2 µM. 370,000 tested, 0.56% active;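 active means inhibition above mean plus 3 SD of compounds lying within the high and low control bounds, cut at about 19% in these data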;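 further: 0% = median of test compound wells and 100% = no enzyme DMSO wells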
Target sequence (Q9NZ20 whole entry, looked up): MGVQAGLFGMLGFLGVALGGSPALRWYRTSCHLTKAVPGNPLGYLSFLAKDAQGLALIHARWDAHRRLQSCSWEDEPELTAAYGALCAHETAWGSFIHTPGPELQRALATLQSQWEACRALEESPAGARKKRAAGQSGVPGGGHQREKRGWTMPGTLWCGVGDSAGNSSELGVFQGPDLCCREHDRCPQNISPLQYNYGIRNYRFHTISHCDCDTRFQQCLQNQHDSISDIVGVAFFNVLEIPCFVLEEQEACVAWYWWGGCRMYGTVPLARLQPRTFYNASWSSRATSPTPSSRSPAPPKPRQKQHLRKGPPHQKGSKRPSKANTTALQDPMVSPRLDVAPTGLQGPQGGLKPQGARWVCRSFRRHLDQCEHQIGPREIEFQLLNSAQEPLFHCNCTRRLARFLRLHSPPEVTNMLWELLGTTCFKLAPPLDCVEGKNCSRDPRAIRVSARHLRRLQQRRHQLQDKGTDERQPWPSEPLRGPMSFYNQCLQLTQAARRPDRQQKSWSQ
DDE Tn6 FP inh – inhibitors of Tn6 peptide binding to human fibrin DD(E) | P02675 | Fibrin DD(E) TRITC-Tn6 fluorescence polarization displacement | 370,000 tested, 0.21% active | inhibition, % at 8.3 µM;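 active means inhibition above a per-campaign cutoff: mean of compounds within control limits plus 3 SD, cut at about 15% in these data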;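 further: 0% = median of all compound wells on the plate and 100% = blocking peptide control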
PLC-gamma1 inh – blocks human PLC-gamma1 enzyme activity; inhibition, % at 12.2 µM; AID 720700; purified PLC-gamma1, fluorogenic substrate, fluorescence; P19174; 370,000 tested, 0.84% active; in the data active means inhibition above about 9.5%
ARFGAP1 inhibitor – inhibits rat ARF GTPase activating protein 1 | Q62848 | Arfgap1-stimulated ARF1 GTP hydrolysis, GDP FP detection | inhibition, % at 16.5 µM | 360,000 tested, 0.26% active;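 active means inhibition above a per-plate limit, mean inhibition of low control wells plus 3 SD, cut at about 25% in these data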;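 further: 0% = DMSO wells with enzyme and 100% = wells lacking Arfgap1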
Target sequence (Q62848 1-136 limits assumed): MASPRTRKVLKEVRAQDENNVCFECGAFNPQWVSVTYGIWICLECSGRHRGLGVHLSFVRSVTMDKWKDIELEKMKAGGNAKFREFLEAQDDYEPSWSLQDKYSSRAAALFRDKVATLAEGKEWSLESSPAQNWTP
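Material: truncated rat Arfgap1 GAP domain; Incubation: compound-enzyme preincubation 20 min, reaction 120 min, detection 60 min, 25 °C; Read-out: percent inhibition of Arfgap1-stimulated GTP hydrolysis; Technique: FP, GDP Alexa 633 tracer displaced from anti-GDP antibody, 620/688 nm; Controls: No-Arfgap1 wells (100%) versus DMSO full-reaction wells (0%); Replication: single well per compound.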
UHRF1 binding – human UHRF1 methylated DNA binding inhibitors; 370,000 tested, 0.75% active; UHRF1 binding to methylated oligo, TR-FRET; inhibition, % at 4.4 µM; AID 687016; in the data active means inhibition above about 21%;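 further: UHRF1 SRA domain binding a hemimethylated CpG hairpin DNA probe; 0% = median of test compound wells and 100% = reference inhibitor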
Starred values were filed as active, the others as inactive; i = inactive; nt = not tested or not shown.

| item | Compound | PLCb3 inh | NR1D1 modulator | ASAP1 GAP inh | DDE Tn7 FP inh | KLK7 zymogen act | HGIII-sPLA2 inh | DDE Tn6 FP inh | PLC-gamma1 inh | ARFGAP1 inhibitor | UHRF1 binding |
| --- | --- | --- | --- | --- | --- | --- | --- | --- | --- | --- | --- |
| 1 | CCCCNC(=O)c1onc(CSc2cccc(OC)c2)c1C(=O)O | -6.6 | -5.6 | 9.1 | -1.9 | 1.0 | -0.3 | 0.0 | -3.7 | -5.0 | -4.2 |
| 2 | Cc1ccccc1N1C(=O)CC(N(O)c2ccccc2)C1=O (stereo not drawn) | -2.1 | 1.2 | -0.6 | -2.5 | 362.9* | -0.4 | -1.8 | 4.1 | 8.7 | -2.9 |
| 3 | O=C(c1cccc(S(=O)(=O)N2CCOCC2)c1)N1CCCc2ccccc21 | 3.1 | -1.4 | 6.0 | -3.8 | -0.1 | 5.0 | -1.8 | 4.4 | 12.5 | 1.1 |
| 4 | Cc1cnc(NC(=O)c2ccc(Cl)nc2)s1 | -15.6 | -1.9 | 0.9 | 6.4 | -0.2 | -0.1 | 1.4 | -4.0 | -1.3 | -2.2 |
| 5 | CC(=O)c1cccc(CN2CCC(CO)(CCCc3ccccc3)CC2)c1 | -7.7 | -8.1 | 6.8 | 5.6 | 0.3 | 0.0 | 0.5 | -0.8 | 0.9 | 4.9 |
| 6 | CCN1C(=O)[C@H]2[C@@H](c3ccc(-c4cc(C(C)=O)cs4)cc3)N3CCC[C@@]3(C(=O)OC)[C@H]2C1=O | -15.2 | -3.0 | 12.1 | 1.0 | 0.0 | 1.1 | 2.0 | -4.8 | -0.1 | 3.8 |
| 7 | CCn1c(Cc2cccs2)nnc1SCC(=O)c1ccc(C)cc1 | 8.4 | 0.2 | 14.5 | -3.6 | 0.2 | -52.5 | -2.9 | 8.1 | 0.2 | -1.8 |
| 8 | COc1cc(OC)c(Cl)cc1N | 3.6 | 0.6 | 4.0 | -1.0 | 0.4 | 10.4 | 2.2 | 0.8 | 6.3 | -3.8 |
| 9 | Cc1cccc(C(=O)N(Cc2nc3ccccc3c(=O)[nH]2)C2CCCC2)c1 | 1.5 | -7.8 | -0.2 | 5.9 | 0.3 | -5.7 | 3.7 | -2.0 | -14.9 | -1.0 |
| 10 | COc1ccc(S(=O)(=O)NNC(=O)c2csc(-n3nc(C)cc3C(F)(F)F)n2)cc1 | -1.3 | -3.0 | 12.4 | 2.6 | 0.0 | -19.5 | -2.8 | 0.4 | 5.8 | 3.0 |
| 11 | CC(C)(C)c1ccc(COn2ccnc2)cc1 | -0.6 | -0.7 | -4.4 | -2.4 | 0.7 | 0.3 | 4.6 | -1.1 | 2.3 | -3.0 |
| 12 | CC1CCc2c(sc(NC(=O)c3cccs3)c2C(=O)O)C1 (stereo not drawn) | -96.2 | 3.1 | 4.6 | -4.2 | 0.1 | -8.2 | 0.5 | -70.3 | 8.3 | 1.2 |
| 13 | COc1ccc(CNC(=O)c2ccc(-n3cncn3)c3ccoc23)cc1OC | 0.3 | 4.9 | 19.9 | 2.4 | 0.0 | -1.4 | 2.3 | 0.1 | 2.4 | 6.5 |
| 14 | Cc1ccc2cccc(OCc3nnc(SCC(=O)O)n3C)c2n1 | -22.2 | 0.2 | 3.1 | 3.5 | 0.9 | 7.5 | -4.6 | -17.3 | -5.5 | 0.4 |
| 15 | CCN(CC)CCn1c2c(c(SCC(=O)Nc3cccc(C(C)=O)c3)nc1=O)CCCC2 | -5.4 | -7.7 | -9.3 | -8.7 | 0.4 | -8.9 | -1.9 | -0.1 | 2.3 | 2.4 |
| 16 | COC(=O)c1c(C)noc1-c1cc(C)on1 | 2.5 | 1.2 | 0.0 | -6.3 | -0.6 | -0.9 | 3.4 | -0.3 | 5.9 | -1.9 |
| 17 | Oc1ccccc1Cc1c(O)ccc2ccccc12 | -12.2 | 3.8 | 15.3 | -1.7 | -0.1 | -99.3 | 0.0 | -3.1 | 4.0 | 0.3 |
| 18 | Nc1ccn(CC(=O)N2CCN(c3ccccn3)CC2)c(=O)n1 | -1.9 | 4.9 | -9.2 | 2.9 | -0.2 | 12.3 | -3.3 | -3.2 | -10.7 | -1.9 |
| 19 | CC(C)N1CCC(N2CCN(Cc3ccc(-c4ccccc4Cl)o3)CC2CCO)CC1 (stereo not drawn) | -2.0 | -0.4 | -6.4 | 1.6 | 0.3 | -0.7 | 0.0 | 2.2 | 2.5 | -0.2 |
| 20 | COC(=O)CSC1=C(C#N)C(c2ccc(C(C)C)cc2)CC(=O)N1 (stereo not drawn) | -5.1 | 0.2 | -7.0 | -2.6 | -0.1 | -7.7 | -3.9 | -1.5 | -10.5 | 0.7 |
| 21 | CCCC1OC23CCCCC2C(C#N)(C(=N)O3)C1(C#N)C#N (stereo not drawn) | -82.8 | -2.8 | 8.9 | -7.7 | 2.1 | -10.7 | 2.6 | -60.2 | 14.4 | 7.3 |
| 22 | COC(=O)C1=C(C(C)=O)C(c2ccc(C)cc2)n2nnnc2N1 (stereo not drawn) | -7.0 | -4.9 | 6.7 | 0.7 | 0.3 | 2.8 | 9.1 | -2.8 | 0.0 | -1.2 |
| 23 | N#C/C(=C\c1cccs1)C(=O)Nc1nccs1 | -34.7 | -17.1 | 8.4 | -5.6 | -0.1 | -3.9 | 1.8 | -35.5 | 9.2 | -1.1 |
| 24 | COCCNC(=O)c1ccccc1NC(=O)c1cc(OC)cc(OC)c1 | 1.1 | -0.6 | -1.9 | -5.2 | 0.2 | -5.8 | 1.4 | 8.3 | 10.6 | 8.4 |
| 25 | CCC(NC(=O)OCc1ccccc1)C(=O)Oc1ccc2ccc(=O)oc2c1 (stereo not drawn) | i | -7.1 | 13.2 | -2.8 | 74.6* | -2.5 | 5.2 | i | 11.4 | 3.5 |
| 26 | CC(C)c1nnc(NC(=O)CCC(=O)NCc2ccco2)s1 | -2.9 | 3.0 | 6.9 | 4.5 | 0.6 | 3.4 | 2.2 | -4.9 | 11.4 | 0.0 |
| 27 | COc1ccccc1C(=O)NCCn1cc(SCC(=O)NCc2ccco2)c2ccccc21 | -0.7 | -0.9 | -4.2 | 0.5 | 0.8 | -2.7 | -1.3 | 5.3 | 6.9 | -3.0 |
| 28 | C=CCC1(CC=C)CCCN1C(=O)c1cc(COc2ccc(C)nc2)on1 | -2.5 | -1.2 | -11.5 | 0.8 | 0.7 | -2.2 | 2.9 | 0.1 | 10.5 | -1.1 |
| 29 | Nn1c(Cc2cccc3ccccc23)nnc1SCc1ccccc1Cl | 0.6 | -3.8 | -4.0 | 6.3 | -0.6 | -8.9 | 9.8 | 1.1 | 7.7 | -3.2 |
| 30 | COc1ccc2c(COC(=O)CNS(=O)(=O)c3ccc(C)c(C)c3)cc(=O)oc2c1 | -176.6 | 6.3 | 6.0 | 0.1 | 12.2 | -5.2 | 6.3 | -128.6 | 2.2 | -1.3 |
| 31 | CCCCOc1ccc(C(=O)NCCOc2cccc(OC)c2)cc1 | -9.0 | -5.4 | 7.2 | 5.2 | 0.0 | -15.1 | 0.1 | -0.7 | -1.9 | -1.6 |
| 32 | COc1ccc(CNC(=O)C[C@H]2C[C@H](C(=O)N(C(C)C)C(C)C)[C@@]3(C)c4[nH]c5ccc(Cl)cc5c4CCN3C2=O)cc1OC | 3.1 | -0.4 | 10.8 | 5.5 | -0.1 | -6.5 | 6.0 | 2.1 | 3.4 | -1.6 |
| 33 | COc1ccc(C(O)c2nccc3cc(OC)c(OC)cc23)cc1OC (stereo not drawn) | -9.5 | 5.1 | -4.6 | 2.2 | -0.7 | 7.0 | -2.6 | 3.5 | -7.4 | 18.4 |
| 34 | CCCCOc1cccc(-c2cc(C(=O)NNC(=S)NCC)c3ccccc3n2)c1 | -32.8 | -1.3 | 5.1 | -5.1 | 0.2 | -13.0 | 4.9 | -21.1 | 3.6 | -2.4 |
| 35 | CCCCCCCC(O)CC(CC1CCCCC1)C(=O)NN (stereo not drawn) | 0.4 | 2.2 | -0.4 | 4.2 | -0.1 | -4.0 | -2.1 | -2.6 | 6.2 | -0.9 |
| 36 | Cc1cc(NC(=O)CSc2nc(=O)n(CCN(C)C)c3c2CCCC3)no1 | -1.7 | 8.1 | 4.8 | -6.2 | -0.6 | 11.1 | -4.2 | 6.8 | 5.4 | -0.2 |
| 37 | CCOc1ccc(CCNC(=O)c2cc(-c3ccccc3)c(N3CCOCC3)s2)cc1OC | -9.1 | 5.0 | nt | 2.4 | -0.4 | -3.4 | 2.0 | -5.6 | nt | 1.1 |
| 38 | COCCCNC(=O)C1CC(=O)OC1c1ccc(OC)c(OC)c1 (stereo not drawn) | 0.6 | -1.9 | -7.2 | -2.1 | 0.1 | 9.4 | 6.8 | -1.1 | 8.4 | 1.2 |
| 39 | Cc1cc(C)nc(SCC(=O)Nn2cnnc2)n1 | 3.9 | 11.6 | 11.9 | 1.9 | 0.4 | 0.2 | 3.9 | -1.9 | 0.7 | -4.7 |
| 40 | COc1ccc(-c2c(-c3ccccc3OC)sc3ccccc23)cc1C=O | -3.5 | 8.9 | -2.7 | 4.1 | -0.5 | 10.5 | 4.2 | -0.1 | -6.4 | -0.6 |
| 41 | CCn1c(SCC(=O)O)nnc1-c1cc2c(C)nn(-c3ccccc3)c2s1 | -2.9 | -1.7 | 13.6 | -5.1 | -0.3 | -8.0 | 4.3 | -9.4 | 15.7 | -0.5 |
| 42 | CCOc1ccc(NC2c3ccccc3C(=O)N2Cc2ccc3c(c2)OCO3)cc1 (stereo not drawn) | -2.1 | 0.7 | -0.5 | -2.2 | 0.2 | 4.2 | 2.1 | 2.6 | -4.0 | 2.1 |
| 43 | CSc1ccccc1NC(=O)c1cc2c(=O)n3ccccc3nc2s1 | -37.4 | 1.9 | -10.5 | 0.7 | 0.2 | 5.4 | -4.4 | -23.3 | 9.7 | -3.2 |
| 44 | COC(=O)c1c(NC(=O)c2ccco2)sc2c1CCN(C(C)C)C2 | -49.8 | 4.8 | -7.0 | -2.6 | -0.3 | -0.5 | 1.5 | -31.1 | 0.5 | 19.1 |
| 45 | CCCOc1ccc(C2/C(=C(\O)c3c(C)[nH]c(C(=O)OC)c3C)C(=O)C(=O)N2CCN(C)C)cc1 (stereo not drawn) | 1.2 | -0.1 | -2.4 | 0.2 | -0.3 | 7.6 | -2.2 | 1.5 | 14.2 | 4.0 |

Exported in transposed form: part of the list above.
42	CCOc1ccc(NC2c3ccccc3C(=O)N2Cc2ccc3c(c2)OCO3)cc1 (stereo not drawn)
43	CSc1ccccc1NC(=O)c1cc2c(=O)n3ccccc3nc2s1
44	COC(=O)c1c(NC(=O)c2ccco2)sc2c1CCN(C(C)C)C2
entry no.,42,43,44
PLCb3 inh,-2.1,-37.4,-49.8
NR1D1 modulator,0.7,1.9,4.8
ASAP1 GAP inh,-0.5,-10.5,-7.0
DDE Tn7 FP inh,-2.2,0.7,-2.6
KLK7 zymogen act,0.2,0.2,-0.3
HGIII-sPLA2 inh,4.2,5.4,-0.5
DDE Tn6 FP inh,2.1,-4.4,1.5
PLC-gamma1 inh,2.6,-23.3,-31.1
ARFGAP1 inhibitor,-4.0,9.7,0.5
UHRF1 binding,2.1,-3.2,19.1
